Screening results from PubChem.
Insulin prom up – insulin promoter activators in MIN6 cells, imaging, high-content screening, mouse beta cells; MIN6 insulin promoter-GFP reporter; hits give high values; z-score at 5 µM; actives 0.3% (n = 190,000); AID 1625, 2009;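 active = z-score above 3 at 5 µM with at least 500 cells counted in the well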
MT stabilizer – microtubule stabilizers in HeLa cells, primary screen, imaging, high-content imaging; HeLa tubulin immunostaining HCS, 24 h; share of cells brighter than vehicle mean+2SD; % tubulin-high responders, % at 10 µM; actives 0.83% (n = 200,000);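 active = plate Z-score above 3 for both tubulin-high and condensed-nucleus cell shares, with cell loss under 80%, at 10 µM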;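 note: anti alpha tubulin signal scored within the nucleus-defined area of each cell; some results filed as inactive read as strong as hits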
TNAP activation fold – human TNAP enzyme activators, primary screen, biochemical, luminescent, no phosphate acceptor, uHTS (AID 1001). Alkaline phosphatase, tissue-nonspecific isozyme (Homo sapiens). purified TNAP, luminescent activation assay, no phosphate acceptor; higher activation fold means a stronger effect. activation fold at 20 µM, or EC50 in µM where a hit was titrated. actives 0.03% (n = 200,000); in the data active = activation fold from about 3, or a potency from the dose series; inactive = the rest, 99 in 100 with activation fold below about 1.6; note: many of its hits are not listed in these tables
Autophagy mod – autophagy modulators in MEF cells, primary screen, imaging, high-content, MEF GFP-LC3; MEF GFP-LC3 puncta imaging; test concentration mostly 10 µM; calls only at 10 µM (by protocol); actives 0.98% (n = 190,000); AID 463193, 2010;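 active = percentage of spot-positive cells more than 3 SD above its plate mean, without a fluorescence outlier flag or 80% toxicity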;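 note: spot-positive cell cutoff set from DMSO-treated cells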
T cell HTS – modulators of CD8 T cell-vesicle binding, primary screen, mouse 2C CD8+ T cells, flow cytometry | 2C CD8+ T cell-vesicle binding; hits give low values | calls only at 7 µM | actives 0.068% (n = 330,000) | AID 2052, 2009;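 active = response, share of CD8 T cells binding vesicles, and their 90th percentile fluorescence all below set limits, cut at about 80% in these data, passing the limit was not always enough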
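Assay system: 2C TCR transgenic mouse naive CD8+ T cells, MACS-purified | Read-out: CD8+ gate FL2 mean fluorescence as % of same-row positive control | Signal: High-throughput flow cytometry with anti-B7-1 and anti-CD8 staining | Timing: Binding step 1.5 h, 37 °C, antibody labelling 20 min, ice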
b-catenin transl – modulators of beta-catenin nuclear translocation, primary screen, imaging, HeLa cells, immunofluorescence, high-content | nuclear translocation activity, % at 5 µM | actives 0.3% (n = 190,000);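 active = nuclear translocation activity above 50% at 5 µM, with a well cell count of 50 or more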;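 note: per-cell ratio of nuclear to cytoplasmic median beta-catenin stain intensity; plate controls were DMSO negative control for no effect and GSK-3 inhibitor IX positive control for full effect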
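Technique: fluorescence imaging of beta-catenin antibody stain plus DAPI / Material: human HeLa cell line / Incubation: compound treatment 24 h, 37°C, 5% CO2 / Read-out basis: % activation of per-cell nuclear versus cytoplasmic median beta-catenin signal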
PMI inhibitors – inhibitors of human PMI, primary screen, biochemical, fluorescence intensity, coupled assay (AID 1209) | Mannose-6-phosphate isomerase (Homo sapiens) | purified PMI enzyme, coupled fluorescence intensity; higher % means a stronger effect | one-dose inhibition, % at 20 µM; IC50 in µM for titrated hits | actives 0.42% (n = 190,000);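 note: plate controls were DMSO vehicle for no effect and wells lacking substrate for full effect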
Hep lipid drop – inhibitors of hepatocyte lipid droplet formation, primary screen, imaging, high-throughput imaging, BODIPY stain. AML12 mouse hepatocytes, oleate lipid droplets. inhibition, % at 6.5 µM. actives 0.4% (n = 240,000);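 active = lipid droplet intensity inhibited by at least 50%, with more than 500 cells counted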
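System: AML12 hepatocytes (mouse). Probe or stimulus: oleic acid at 100 µM to induce lipid droplet formation. Times: overnight treatment with compound plus oleate. Detection: Image-based BODIPY and DAPI two-channel analysis. Evaluation: percent inhibition of filter-corrected integrated lipid droplet intensity per well.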
human PMI inhibitors – human PMI inhibitors, high substrate, primary screen, biochemical, fluorescence intensity, high mannose 6-phosphate (AID 1220). Mannose-6-phosphate isomerase (Homo sapiens). recombinant PMI enzyme, coupled fluorescence intensity; higher % means a stronger effect. inhibition, % at 20 µM, or IC50 in µM where a hit was titrated. actives 0.66% (n = 190,000)
Insulin prom up cell count – also measured in Insulin prom up; calls as there; cell count; measured here: cytotoxicity, nuclei count;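 total cells summed across four imaged fields per well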
Hep lipid drop cells 6.5 µM – recorded beside Hep lipid drop, whose call it bears; cell count; measured here: cell count, cytotoxicity flag;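 cells counted across two imaged fields per well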
b-catenin transl cell count 5 µM – further read-out of b-catenin transl, marked with its call; cell count; measured here: cell count, cytotoxicity flag
T cell HTS vesicle-bound % – recorded beside T cell HTS, whose call it bears; double positive events, %; measured here: CD8+ vesicle-bound cell fraction;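 binding gate set so that unloaded-vesicle control wells show 10% double positive cells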
MT stabilizer Hoechst-high % – also measured in MT stabilizer; calls as there; % Hoechst-high responders; measured here: nuclear condensation Hoechst responders;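 share of cells brighter than vehicle mean plus two SD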
MT stabilizer cytotoxicity % – recorded beside MT stabilizer, whose call it bears; toxicity, %; measured here: cytotoxicity by cell density;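 0% = mean cell density of plate MIN control wells and 100% = no cells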
Autophagy mod cell loss 18 h – also measured in Autophagy mod; calls as there; toxicity, %; measured here: cell loss, nuclei count;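 cell loss after 18 h compound exposure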
Numbers without * were called inactive; i = inactive; / = no result given. Cut-off read from the data, not from the text of the source, unless noted: active = inhibition above about 50%; inactive = the rest. These rows are one share of the data, so the mix of outcomes need not match the whole.

| no. | Compound | Insulin prom up | Insulin prom up cell count | MT stabilizer | MT stabilizer Hoechst-high % | MT stabilizer cytotoxicity % | TNAP activation fold | Autophagy mod | Autophagy mod cell loss 18 h | T cell HTS | T cell HTS vesicle-bound % | b-catenin transl | b-catenin transl cell count 5 µM | PMI inhibitors | Hep lipid drop | Hep lipid drop cells 6.5 µM | human PMI inhibitors |
| --- | --- | --- | --- | --- | --- | --- | --- | --- | --- | --- | --- | --- | --- | --- | --- | --- | --- |
| 1 | O=C(COc1ccc2ccccc2c1)N1CCN(C2CCN(Cc3ccccc3)CC2)CC1 | 0.32 | 1657 | 1.0 | 0.8 | 8.4 | 1 | i | 2.7 | i | 8.5 | -0.3 | 1071 | 23.1% | -4.6 | 693 | 18.3% |
| 2 | CC1CC(OC(=O)c2ccccc2)CC(C)N1C (stereo not given) | 0.59 | 1283 | 2.2 | 3.2 | 4.6 | 1.1 | i | -1.3 | i | 37.6 | / | / | -9.7% | 1.9 | 663 | -15.9% |
| 3 | Cc1oc(-c2ccccc2Cl)nc1CN1C(=O)CN=C(c2ccccc2)c2ccccc21 | -1.17 | 1151 | 2.8 | 3.9 | 4.6 | 1 | i | 17.6 | i | 25.8 | 2.7 | 502 | 11.3% | -31.6 | 711 | 14.6% |
| 4 | Cc1sc2ncn(CC(=O)NCCCC(=O)N3CCC4(CC3)OCCO4)c(=O)c2c1C | -0.31 | 1606 | 1.9 | 1.3 | 9.4 | 1.2 | i | 22.3 | i | 24.3 | -0.4 | 1346 | 0.7% | / | / | -1.4% |
| 5 | CCc1ccccc1N1C(=O)/C(=C/c2ccc(N3CCN(C)CC3)o2)C(=O)NC1=S | 3.37* | 1239* | 1.5 | 3.3 | 12.4 | 0.5 | i | -2.6 | i | 49.3 | / | / | -1.2% | 1.4 | 697 | 5.6% |
| 6 | CCC(=NCCc1c[nH]c2ccccc12)c1c(O)n(-c2ccc(C)cc2)c(=O)[nH]c1=O | -0.33 | 622 | 2.3 | 2.1 | 8.0 | 1.1 | i | 21.6 | i | 35.6 | 0.1 | 514 | -6.1% | -16.1 | 638 | 2.8% |
| 7 | COc1ccc(-c2cc(C(F)(F)F)n3nc(C(=O)N4CCC5(CC4)OCCO5)cc3n2)cc1OC | -0.44 | 1255 | 1.5 | 1.3 | 6.1 | 1.1 | i | -3.4 | i | 61.5 | -3.7 | 1185 | 21.5% | 0.4 | 715 | 9.4% |
| 8 | Cc1ccc(-n2c(C)nc3ccccc3c2=O)cc1C | 0.03 | 1365 | 2.1 | 2.1 | 2.6 | 1 | i | -7.3 | i | 56.8 | 1.0 | 1462 | 4.9% | -27.3 | 426 | 20.9% |

Next part:
| no. | Compound | Insulin prom up | Insulin prom up cell count | MT stabilizer | MT stabilizer Hoechst-high % | MT stabilizer cytotoxicity % | TNAP activation fold | Autophagy mod | Autophagy mod cell loss 18 h | T cell HTS | T cell HTS vesicle-bound % | b-catenin transl | b-catenin transl cell count 5 µM | PMI inhibitors | Hep lipid drop | Hep lipid drop cells 6.5 µM | human PMI inhibitors |
| --- | --- | --- | --- | --- | --- | --- | --- | --- | --- | --- | --- | --- | --- | --- | --- | --- | --- |
| 9 | C=CCN1C(=O)NC(=O)/C(=C/C=C/c2ccccc2)C1=O | / | / | 1.8 | 2.1 | 7.0 | 1 | i | 14.6 | / | / | 1.6 | 1102 | -16.4% | -12.6 | 679 | -16.4% |
| 10 | O=C1NC(=O)N(Cc2ccc(F)cc2)C(=O)/C1=C\C=C\c1ccco1 | -0.02 | 898 | / | / | / | / | / | / | i | 17.5 | 34.2 | 435 | / | 2.2 | 718 | / |
| 11 | CCc1ccc(CNCCc2ccccc2F)cc1 | 0.18 | 1383 | 3.2 | 2.7 | 10.4 | 1.1 | i | 7.7 | i | 22.9 | -1.2 | 952 | 2.1% | 10.9 | 610 | 13.4% |
| 12 | CN1C(=O)C(Cc2ccsc2)C(=O)N(C)C1=O | -0.27 | 1399 | 5.0 | 2.2 | 10.6 | 1.2 | i | 7.5 | i | 22.5 | -5.7 | 1017 | -9.3% | / | / | -54.5% |
| 13 | [N-]=[N+]=NC1C[C@H](n2ccc(=O)[nH]c2=O)O[C@@H]1CO (stereo not given in full) | / | / | 2.9 | 3.0 | 2.3 | 1 | i | 31.1 | i | 26.2 | -2.0 | 549 | 5.7% | 13.4 | 746 | 3.8% |
| 14 | O=C(COC(=O)c1ccccc1)Nc1ccc(Cl)cc1C(=O)c1ccccc1 | 0.06 | 1459 | 5.3 | 1.7 | 1.4 | 1.2 | i | 12.0 | i | 1.6 | -1.1 | 1032 | 9.7% | 4.0 | 629 | 0.7% |
| 15 | O=C1NC(=O)N(c2ccccc2F)C(=O)/C1=C/c1ccc(Oc2ccc([N+](=O)[O-])cn2)cc1 | / | / | 1.4 | 2.2 | 6.5 | 1.1 | i | -2.4 | i | 45.6 | -0.2 | 1150 | -26.0% | 2.0 | 744 | -40.0% |
| 16 | Cc1ccsc1C(=O)C1CCCN(Cc2cccc(-n3cccn3)c2)C1 (stereo not given) | -1.04 | 1434 | 2.8 | 2.4 | 3.9 | 1.1 | i | 19.1 | i | 35.8 | -2.2 | 1013 | -0.2% | -23.7 | 727 | -15.6% |
| 17 | C=CCn1c(O)c(C(C)=Nc2ccc(C(=O)O)cc2)c(=O)[nH]c1=O | -0.14 | 1037 | / | / | / | / | / | / | i | 21.0 | -0.4 | 1360 | / | 1.2 | 751 | / |
| 18 | CC(Cc1ccccc1)NC(=O)/C=C/C(=O)O (stereo not given) | -0.49 | 1379 | 2.4 | 2.0 | 0.2 | 1.1 | i | 22.4 | i | 61.9 | -1.3 | 1084 | -25.2% | / | / | -3.3% |
| 19 | CC(C)C/C(=N/O)c1cn(C)c2ccccc12 | -0.55 | 1303 | 2.9 | 2.6 | 1.5 | 1 | i | 26.4 | i | 44.9 | -1.7 | 1081 | -3.2% | -24.4 | 696 | -4.2% |

Compounds shown so far containing four or more nitrogen atoms, in the order listed:
| no. | Compound | Insulin prom up | Insulin prom up cell count | MT stabilizer | MT stabilizer Hoechst-high % | MT stabilizer cytotoxicity % | TNAP activation fold | Autophagy mod | Autophagy mod cell loss 18 h | T cell HTS | T cell HTS vesicle-bound % | b-catenin transl | b-catenin transl cell count 5 µM | PMI inhibitors | Hep lipid drop | Hep lipid drop cells 6.5 µM | human PMI inhibitors |
| --- | --- | --- | --- | --- | --- | --- | --- | --- | --- | --- | --- | --- | --- | --- | --- | --- | --- |
| 4 | Cc1sc2ncn(CC(=O)NCCCC(=O)N3CCC4(CC3)OCCO4)c(=O)c2c1C | -0.31 | 1606 | 1.9 | 1.3 | 9.4 | 1.2 | i | 22.3 | i | 24.3 | -0.4 | 1346 | 0.7% | / | / | -1.4% |
| 5 | CCc1ccccc1N1C(=O)/C(=C/c2ccc(N3CCN(C)CC3)o2)C(=O)NC1=S | 3.37* | 1239* | 1.5 | 3.3 | 12.4 | 0.5 | i | -2.6 | i | 49.3 | / | / | -1.2% | 1.4 | 697 | 5.6% |
| 6 | CCC(=NCCc1c[nH]c2ccccc12)c1c(O)n(-c2ccc(C)cc2)c(=O)[nH]c1=O | -0.33 | 622 | 2.3 | 2.1 | 8.0 | 1.1 | i | 21.6 | i | 35.6 | 0.1 | 514 | -6.1% | -16.1 | 638 | 2.8% |
| 7 | COc1ccc(-c2cc(C(F)(F)F)n3nc(C(=O)N4CCC5(CC4)OCCO5)cc3n2)cc1OC | -0.44 | 1255 | 1.5 | 1.3 | 6.1 | 1.1 | i | -3.4 | i | 61.5 | -3.7 | 1185 | 21.5% | 0.4 | 715 | 9.4% |
| 13 | [N-]=[N+]=NC1C[C@H](n2ccc(=O)[nH]c2=O)O[C@@H]1CO (stereo not given in full) | / | / | 2.9 | 3.0 | 2.3 | 1 | i | 31.1 | i | 26.2 | -2.0 | 549 | 5.7% | 13.4 | 746 | 3.8% |
| 15 | O=C1NC(=O)N(c2ccccc2F)C(=O)/C1=C/c1ccc(Oc2ccc([N+](=O)[O-])cn2)cc1 | / | / | 1.4 | 2.2 | 6.5 | 1.1 | i | -2.4 | i | 45.6 | -0.2 | 1150 | -26.0% | 2.0 | 744 | -40.0% |
